Rhodamine autofl = qHTS Assay for Spectroscopic Profiling in Rhodamine Spectral Region; AID 594, 2007; Rhodamine-region fluorescence, 547/598 nm, Tris buffer; active compounds read high; max dye-equivalent concentration, M; actives 0.05% (n = 59,000); in the data active means max dye-equivalent concentration above about 11 nM; inconclusive means between about 1.1 nM and that limit
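Read-out is relative fluorescence at 547 nm excitation and 598 nm emission, expressed as dye-equivalent concentration using rhodamine standards on every plate. Each compound was profiled across a concentration series after 15 min in 100 mM Tris, pH 8.0.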
Pol III holo inh = qHTS Assay for Inhibitors of DNA Polymerase III Holoenzyme System; reconstituted DNA polymerase III holoenzyme replication, biochemical; Potency, µM (series often up to 57.1 µM), for inactives: at the highest dose activity change, negative = inhibition; actives 0.25% (n = 71,000); AID 603, 2007; further: potency means the concentration at half of the fitted maximal effect; on the % scale 0 is the no-effect control and ±100 the full control effect
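Reconstituted *E. coli* holoenzyme (0.35 nM Pol III, 1 nM beta, 154 nM SSB, 2 nM primase) was preincubated with compound for 15 min at RT. Synthesis on 1.4 nM ssM13Gori ran 35 min, then was stopped with PicoGreen/EDTA and read as dsDNA fluorescence.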
Casp1 inh = qHTS Assay for Allosteric/Competitive Inhibitors of Caspase-1 | Caspase-1 enzyme, Ac-WEHD-AFC fluorogenic rate | Potency, µM (doses to about 57.5 µM), without a hit: at the top dose activity change, negative = inhibition, most hits filed as inhibitors | actives 0.03% (n = 75,000) | AID 900, 2007;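 further: potency means the concentration at half of the fitted maximal effect; plate controls were vehicle for no effect and no substrate for full effect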
BRCT PPI red = qHTS Assay for Inhibitors of BRCT-Phosphoprotein Interaction (Red Fluorophore); Breast cancer type 1 susceptibility protein (Homo sapiens), P38398; BRCT-phosphopeptide binding, red fluorescence polarization; Potency, µM (highest dose often 76.9 µM), inactives show top-dose activity change, negative = inhibition, hits mostly inhibitors; actives 0.03% (n = 75,000); AID 892, 2007; further: on the % scale 0 is the no-effect control and ±100 the full control effect
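Rhodamine-labelled pBACH1 10-mer (100 nM) bound to BRCT domain (100 nM) at pH 7.3; compounds incubated 12 min room temperature, polarization read. Free peptide defines full inhibition; unlabelled decapeptide titrated as control.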
BRCT inh green = qHTS Assay for Inhibitors of BRCT-Phosphoprotein Interaction (Green Fluorophore) | Breast cancer type 1 susceptibility protein (Homo sapiens), P38398 | BRCA1 BRCT-phosphopeptide binding, green fluorescence polarization | Potency, µM (doses to about 76.9 µM), inactives show top-dose activity change, negative = inhibition, actives largely listed as inhibitors | actives 0.05% (n = 75,000) | AID 875, 2007;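 further: potency means the concentration at half of the fitted maximal effect; plate controls were peptide without protein for full effect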
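Fluorescence polarization: His-tagged BRCT (~35 kDa BRCA1 C-terminus, 250 nM) bound to 100 nM fluorescein-labeled phosphorylated 10-aa BACH1 peptide, pH 7.3 phosphate buffer with DTT and Tween 20. Compounds incubated 12 min at room temperature; inhibition read as lowered polarization.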
HADH2 inhib = qHTS Assay for Inhibitors of HADH2 (Hydroxyacyl-Coenzyme A Dehydrogenase, Type II) | recombinant HADH2, NADH fluorescence, beta-hydroxybutyryl-CoA | Potency, µM (highest dose often 57.1 µM), without a hit: at the top dose activity change, negative = inhibition, usual class: inhibitors | actives 3.4% (n = 73,000); further: potency means the concentration at half of the fitted maximal effect; on the % scale 0 is the no-effect control and ±100 the full control effect; nearly all actives have a fitted effect of over 60% in size; many of its hits are not listed in these tables
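E. coli-expressed His-tagged HADH2 tested at 20 nM in alkaline Tris buffer (pH 9.0); oxidation of 90 uM beta-hydroxybutyryl-CoA with 1 mM NAD+ tracked fluorimetrically for 4 min.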
USP2a inh = qHTS Assay for Inhibitors of Ubiquitin-specific Protease USP2a. Ubiquitin carboxyl-terminal hydrolase 2 (Homo sapiens), O75604. USP2a enzymatic assay, qHTS inhibition. Potency, µM (doses to about 38.3 µM), without a hit: at the top dose activity change, negative = inhibition, usual class: inhibitors. actives 0.1% (n = 60,000). AID 927, 2007;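 further: potency means the concentration at half of the fitted maximal effect; nearly all actives have a fitted effect of over 60% in size; plate controls were DMSO for no effect and NEM full inhibition control for full effect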
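USP2 core (20 nM final) was preincubated with compound for 30 min at RT in 20 mM Tris-HCl pH 8.0, 2 mM CaCl2, 2 mM beta-mercaptoethanol; Ub-PLA2 (20 nM) plus NBD C6-HPC (20 uM) then added, fluorescence read after 2.5 h.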
15-hLO inh = qHTS Assay for Inhibitors of 15-hLO (15-human lipoxygenase). actives 1.4% (n = 74,000). purified 15hLO-1, xylenol orange hydroperoxide absorbance. Polyunsaturated fatty acid lipoxygenase ALOX15 (Homo sapiens), P16050. AID 887, 2007. Potency, µM (top dose mostly 57.1 µM), for inactives: top-dose activity change, negative = inhibition, most hits filed as inhibitors; further: potency means the concentration at half of the fitted maximal effect; on the % scale 0 is the no-effect control and ±100 the full control effect; nearly all actives have a fitted effect of over 55% in size
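Quantitative HTS in 25 mM Hepes pH 7.5 containing 0.01% Triton X-100: human 15hLO-1 at 40 nM, arachidonic acid at 50 uM, 6 min turnover. Product quantified via ferrous oxidation/xylenol orange, 573:405 nm absorbance ratio.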
HEK293 cAMP ctrl = qHTS Assay for Agonists of the Thyroid Stimulating Hormone Receptor: Activators of Intracellular cAMP Concentrations in Parental HEK 293; AID 938, 2007; Potency, µM (highest dose often 57.1 µM), inactives show top-dose activation, most hits filed as activators; actives 2.5% (n = 73,000); parental HEK293 CNG cAMP sensor, membrane potential fluorescence; further: potency means the concentration at half of the fitted maximal effect; % of control where 0% means no effect; nearly all actives have a fitted effect of over 55% in size
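Parental HEK 293 cells stably expressing a cAMP-gated CNG channel were loaded with membrane potential dye containing 100 uM RO 20-1724 for 60 min. Compound added for 30 min; depolarization read as fluorescence intensity at 590 nm.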
Caspase-7 inhib = qHTS Assay for Allosteric/Competitive Inhibitors of Caspase-7; recombinant caspase-7, Ac-DEVD-AFC fluorescence rate; Potency, µM (titrated, usually from 57.5 µM), for inactives: at the highest dose activity change, negative = inhibition, most hits filed as inhibitors; actives 0.02% (n = 75,000); active means well fitted inhibition curve with a large enough effect in the main read-out, with a control signal flat, not every such curve was filed as active; inconclusive means small, poorly fitted or top-dose-only effect, or a change in a side signal; further: potency means the concentration at half of the fitted maximal effect; % of control where 0% means no effect
Tau fil binding = qHTS Assay for Tau Filament Binding. Potency, µM (titrated, usually from 57.1 µM), inactives show at the highest dose activity change, negative = inhibition. recombinant tau filaments, thioflavin S fluorescence, 15 h; filaments grown with octadecylsulfate alongside compound. AID 596, 2007. actives 2% (n = 71,000). Microtubule-associated protein tau (Homo sapiens), P10636;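 further: potency means the concentration at half of the fitted maximal effect; on the % scale 0 is the no-effect control and ±100 the full control effect; actives lower thioflavin S fluorescence by blocking filaments or displacing dye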
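His-tagged recombinant human tau (exons 2, 3 and 10 included), 1 uM, was induced to fibrillize by 30 uM sodium octadecylsulfate with compound present. After 15 h at 37 C, thioflavine S fluorescence (ex 450, em 510 nm) was read.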
An asterisk follows results filed as active; i = inactive; ? = inconclusive; nt = not tested or not shown; [ ] = remark or other dose. Unless noted, the call rests on the fitted dose curve; in most records, active means well fitted curve in the direction sought with a large enough effect; inconclusive means small, poorly fitted or top-dose-only effect, or another doubt; inactive means no such curve, though single readings can be large; an effect the other way counts as inactive or inconclusive. This is a subset (hit frequency here may not be typical).

SMILES	Rhodamine autofl	Pol III holo inh	Casp1 inh	BRCT PPI red	BRCT inh green	HADH2 inhib	USP2a inh	15-hLO inh	HEK293 cAMP ctrl	Caspase-7 inhib	Tau fil binding
CCc1ccc2oc(-c3cc(N)cc(C)c3O)nc2c1	i	-0.4%	-9.3%	0.3%	-1.6%	-5.8%	14.5%	-16.8%	-14.3%	-15.6%	12.6µM*
O=C(c1ccc(F)cc1)N1CCN(Cc2ccccc2Br)CC1	i	-7.1%	-1.1%	-0.5%	-0.1%	8.3%	-0.7%	-1.1%	0.4%	-2.9%	-7.8%
O=C(O)C1C2C=CC(C2)C1C(=O)NCCCn1ccnc1 (stereo not drawn)	i	1.8%	0.9%	2.7%	-2.1%	-2.2%	1.2%	4.8%	0.7%	2.3%	-3.5%
CC(C)(C)c1nnc(NC(=O)CN2C(=O)C3C4C=CC(C4)C3C2=O)s1 (stereo not drawn)	i	2.0%	0.3%	0.3%	0.8%	-2.9%	-4.2%	9.7%	-1.9%	1.5%	-2.0%
O=c1c(-c2ccccc2)nc2cnc(Oc3ccccc3)nc2n1Cc1cccs1	i	-10.3%	?	-3.3%	-2.6%	-15.5%	97.2%[activator]	-11.7%	5.8%	?	?
CCCC(=O)N1CCc2cc(-c3nc(N)sc3C)ccc21	i	-3.8%	-0.4%	0.2%	0.6%	?	28.9%	-14.3%	1.4%	-0.6%	-8.0%
O=C(Nc1cccc(Cl)c1)N1CCN(C/C=C/c2ccccc2)CC1	nt	-1.8%	-4.2%	-1.6%	-2.9%	-4.7%	38.4%[activator]	-2.2%	13.2%	-0.7%	35.1%
COc1ccccc1C1N(c2ccc(F)cc2)C(=O)C2CCCN21 (stereo not drawn)	i	-3.7%	-1.5%	0.3%	0.6%	4.1%	6.6%	-1.8%	-2.1%	-1.0%	-8.9%
CCOC(=O)C1C(=O)NC(SCC(=O)OC)=C(C#N)C1c1ccccc1OCC (stereo not drawn)	i	-5.9%	0.6%	1.4%	-1.3%	-3.6%	0.0%	2.8%	2.2%	0.1%	3.1%
CCOC(=O)c1oc2ccccc2c1NC(=O)c1ccccc1OC	i	2.3%	-1.2%	0.9%	-2.5%	31.6µM*	-5.8%	-8.6%	?	0.1%	2.7%
Cc1ccc(-c2nc(C(=O)NC3CCCCCC3)no2)cc1	nt	-0.1%	1.2%	-2.2%	-3.9%	-2.2%	nt	-18.9%	20µM*	-4.3%	-6.2%
CCOc1ccc(CCNC(=O)c2nnc(Cc3ccc(F)cc3)o2)cc1OCC	nt	-1.9%	1.3%	1.5%	-1.0%	13.3%	nt	-1.4%	3.0%	0.4%	-7.2%
Cc1ccc2c(c1)c(-c1ccccc1)nc1nncn12	nt	-8.0%	-1.2%	-1.2%	-0.9%	-8.3%	nt	-4.2%	0.7%	-0.4%	-19.3%
O=C(CSc1nc2ccccc2c(=O)[nH]1)c1cccs1	nt	5.9%	-5.6%	-0.8%	0.3%	?	5.4%	-9.0%	10.4%	-2.8%	11.4%
CN(CC(=O)NCCC1=CCCCC1)S(=O)(=O)c1ccc2c(c1)c(=O)n(C)c(=O)n2C	nt	-4.3%	2.2%	0.8%	-4.4%	9.4%	nt	-4.5%	3.5%	-0.1%	25.5%
COc1ccccc1-c1nc(C#N)c(NCc2ccc(F)cc2)o1	i	-8.0%	-3.6%	0.7%	-0.3%	?	3.3%	-11.9%	-2.2%	1.0%	-3.3%
CC(=O)OCC1OC(Oc2cc(OC(C)=O)c3c(=O)cc(-c4ccc(OC(C)=O)cc4)oc3c2)[C@@H](OC(C)=O)C(OC(C)=O)C1OC(C)=O (stereo partly drawn)	nt	nt	-1.3%	0.5%	-1.3%	nt	44.2%[activator]	-3.6%	nt	0.4%	nt
O=C(Nc1ccccc1)N[C@H]1C[C@H](C(=O)O)Nc2cc(Cl)cc(Cl)c21	nt	-10.6%	-1.9%	-1.1%	-4.2%	3.9%	nt	-7.2%[25.6 µM]	8.0%	0.1%	9.8%
COC(=O)c1c(NC(=O)Cc2cccs2)sc(C)c1C	nt	nt	-3.1%	0.0%	2.6%	-9.6%	nt	?	?	-4.5%	nt
Cc1ccc2nc3sc(C(=O)N4CCOCC4)c(N)c3cc2c1	i	-3.2%	1.0%	-1.4%	21.1%	-0.5%	54.4%[activator]	-23.1%	6.2%	-3.1%	-11.2%
Cc1nc2nc(COc3ccccc3)[nH]n2c(=O)c1Cc1ccccc1	i	-0.7%	0.9%	0.7%	0.2%	1.9%	2.2%	-0.8%	16.3%	2.5%	11.4%
CC(c1ccccc1)n1cc(C(=O)NCc2ccncc2)nn1 (stereo not drawn)	i	-2.3%	-1.0%	0.4%	0.3%	7.3%	3.7%	0.5%	6.1%	-2.0%	1.1%
N[C@H](Cc1ccc(O)cc1)C(=O)O	nt	nt	-2.2%	0.8%	1.3%	nt	nt	9.5%[25.6 µM]	nt	0.9%	nt
CCOC(=O)C1CCN(C(=O)CSCCSCC(=O)N2CCC(C(=O)OCC)CC2)CC1	i	0.9%	-0.4%	0.4%	-0.5%	5.2%	-0.8%	6.9%	5.9%	-1.1%	1.9%
COc1ccc(OCC(=O)Nc2ccccc2C(=O)N2CCCC2)cc1	i	1.1%	0.4%	-0.3%	-0.1%	4.6%	12.6%	5.5%	-3.4%	-0.2%	-1.9%

(further entries)
SMILES	Rhodamine autofl	Pol III holo inh	Casp1 inh	BRCT PPI red	BRCT inh green	HADH2 inhib	USP2a inh	15-hLO inh	HEK293 cAMP ctrl	Caspase-7 inhib	Tau fil binding
COC(=O)C(O)(CC(=O)Nc1cccc(SC)c1)C(F)(F)F (stereo not drawn)	i	4.1%	1.3%	-1.3%	-1.9%	2.2%	8.1%	-0.5%	5.2%	1.0%	6.6%
CC1=[N+]([O-])C(N2CCOCC2)C(O)(c2ccccc2)C1 (stereo not drawn)	i	-1.1%	-1.7%	-2.2%	-0.8%	6.5%	-22.7%	-4.1%	4.3%	-0.5%	8.6%
CCOc1ccc(Nc2nc(NCCN3CCOCC3)nc(OC)n2)cc1	i	-2.1%	-2.5%	-3.4%	-2.1%	16.6%	0.7%	0.5%	-5.3%	5.6%	4.1%
COC(=O)COc1nsnc1N1CCOCC1	i	-3.3%	0.4%	-3.0%	-2.9%	6.3%	-1.5%	7.4%	-3.8%	-1.2%	5.3%
CC1(C)CC(=O)C2=C(C1)N(c1ccc(F)cc1)C(=O)CC2c1cccnc1 (stereo not drawn)	nt	-3.1%	-1.7%	-1.3%	-1.0%	-1.2%	nt	7.7%	12.5%	-0.3%	-15.3%
CCC(=O)c1cc(F)c(N2CCN(C(=O)Cc3ccccc3)CC2)cc1C	i	1.4%	-3.1%	-0.6%	-1.9%	-3.7%	4.1%	?	4.9%	-8.3%	5.0%
CCCc1nnc(NC(=O)CN2CCOCC2)s1	i	8.5%	2.0%	0.8%	1.4%	-1.7%	-3.8%	-9.5%	-5.9%	-1.4%	6.6%
CC(=O)Oc1ccc(N2C(=O)C3C(C2=O)C2(C)C=CC3(C)O2)cc1 (stereo not drawn)	nt	-6.0%	-0.7%	0.3%	0.4%	0.199µM*	9.2%	-9.0%	-10.4%	0.1%	-7.0%
CCc1cccc(NC(=O)Cn2ncn3c(cc4ccccc43)c2=O)c1	i	-5.7%	-0.8%	-1.8%	-2.7%	-11.2%	44.8%[activator]	2.9%	?	-0.2%	9.4%
CCOC(=O)CCCCCCCCCCCCC1C=CCC1 (stereo not drawn)	nt	nt	1.4%	1.3%	-1.8%	nt	?	12.6µM*	nt	0.6%	nt

Compound activity: PubChem BioAssay, National Center for Advancing Translational Sciences (NCATS)
